# High-throughput results as filed in PubChem.
# Xi reactivation – activators of inactive X chromosome reactivation, primary screen, imaging, XiGFP fibroblasts, GFP high-content imaging, set 2. actives 0.055% (n = 360,000). XiGFP mouse fibroblasts, % GFP-positive cells imaging, 3 d; cells co-treated with 5-aza-dC sensitizer; scaled so ellipticine positive control = 100%. activation, % at 7.58 µM;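 active = mean normalized replicate activation at least 10% and every replicate at or above 10%; inconclusive = only one of the two criteria met; inactive = mean below 10% and not all replicates reach 10%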;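 note: 0% = median of on-plate neutral control wells and 100% = ellipticine 6 µM median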
#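 System: 68-5-11 XiGFP fibroblast line; Timing: 3 days compound exposure; Compound dosing: one concentration, pinned; Benchmarks: positive control ellipticine, 6 µM final; Buffer or medium: DMEM containing 5-aza-dC.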
# PAX8 inh HTS – inhibitors of PAX8-driven TPO luciferase reporter, primary screen, RMG-I cells, single concentration; AID 652154, 2013; actives 1.2% (n = 360,000); SteadyGlo, 24 h; inhibition, % at 12.6 µM;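 active = mean replicate inhibition at least 60% with every replicate also reaching 60%; inconclusive = only one of the two criteria is met; inactive = mean below 60% and not all replicates reaching 60%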;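 note: luciferase light reporting Pax8 driven TPO promoter activity; plate controls were median of neutral control wells for no effect and mitoxantrone controls for full effect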
# DENV2 CPE rescue – inhibitors of DENV2 cytopathic effect, primary screen, cell-based, plate reader, single concentration | actives 1.7% (n = 350,000) | CPE inhibition, % at 9.99 µM | DENV2-infected cells, cytopathic effect rescue; in the data active = CPE inhibition above about 20%, passing the limit was not always enough; inconclusive = no clear call, values can overlap the other calls; tested in BHK-21 cells;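 note: 0% = median of neutral control wells and 100% = median of positive control wells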
# ERp5 inh – inhibitors of ERp5-driven insulin aggregation, primary screen, biochemical, turbidity, absorbance 650 nm, single point | Protein disulfide-isomerase A6 (Homo sapiens), Q15084 | 90 min | inhibition, % at 9.99 µM | actives 0.05% (n = 350,000) | AID 651711, 2012;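 active = mean replicate inhibition above about 25%, with every replicate also reaching it, limit read from the data, passing the limit was not always enough; inconclusive = only one of those two criteria met; inactive = neither criterion met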
# Target sequence (Q15084 whole entry, looked up): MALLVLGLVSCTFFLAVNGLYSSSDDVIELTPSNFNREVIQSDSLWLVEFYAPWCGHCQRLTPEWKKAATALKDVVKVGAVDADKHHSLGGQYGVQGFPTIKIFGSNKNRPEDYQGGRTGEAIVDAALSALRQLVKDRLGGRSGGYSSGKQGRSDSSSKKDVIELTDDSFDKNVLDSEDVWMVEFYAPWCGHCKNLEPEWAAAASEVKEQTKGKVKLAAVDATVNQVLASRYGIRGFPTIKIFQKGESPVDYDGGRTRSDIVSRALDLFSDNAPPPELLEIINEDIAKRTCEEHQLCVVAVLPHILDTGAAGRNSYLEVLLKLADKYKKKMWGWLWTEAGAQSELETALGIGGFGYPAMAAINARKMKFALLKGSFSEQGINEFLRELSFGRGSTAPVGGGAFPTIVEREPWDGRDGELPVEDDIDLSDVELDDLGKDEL
# ARNT TACC3 PPI – disruptors of ARNT/TACC3 protein interaction, primary screen, biochemical, AlphaScreen, single concentration; AlphaScreen His-ARNT PAS-B/GST-TACC3 binding, luminescence; TACC3 fragment carries E629A point mutation; inhibition, % at 9.99 µM; actives 0.66% (n = 390,000); AID 623870, 2012;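 active = mean inhibition of replicates at least 50% and at least half of replicates each reaching 50%; inconclusive = half or more replicates reach 50% but mean below 50%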;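 note: 0% = complete ARNT plus TACC3 wells and 100% = ARNT alone without TACC3; many hits fall short of the cut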
# GSIS activator – GLuc luminescence reporter in INS-1E cells, primary screen for activators of glucose-dependent secretion of insulin; INS-1E GLuc reporter insulin secretion, 2-3 h; activation, % at 16.6 µM; actives 0.61% (n = 370,000);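 active = lowest replicate activation of at least 40%, so every replicate reaches that level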;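 note: 0% = median of neutral control wells and 100% = median of IBMX positive control wells; some compounds called inactive have numbers as strong as hits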
# CFTR F508del cor – F508del CFTR correction, initial screen, CFBE line, single point; actives 0.36% (n = 350,000); CFBE cells, YFP halide quenching; stimulated with forskolin plus potentiator P3; % fluorescence drop versus neutral controls; activity (quench increase), % at 7.58 µM;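 active = mean added fluorescence quench of at least 8% versus neutral control, with both replicates also reaching 8%; inconclusive = only one of the mean or replicate conditions met; inactive = mean below 8% and not both replicates reaching 8%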;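 note: cells transiently co-express mutant CFTR-F508del with the halide-sensitive YFP; corrector assay measuring rescue of mutant channel to the surface after 24 h compound exposure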
# EWS-Fli block – EWS/Fli-driven NR0B1 reporter inhibitors, primary screen, A673 cells, NR0B1 luciferase, luminescence, MLPCN library; inhibition, % at 12.6 µM; viability-normalised; actives 0.67% (n = 350,000);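 active = mean inhibition of at least 50% after viability correction, with every replicate also passing that limit; inconclusive = mean reaches 50% but only one of two replicates passes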;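 note: firefly luciferase signal divided by Alamar Blue viability fluorescence both relative to DMSO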
# An asterisk follows results filed as active; ? = inconclusive; . = no result given.
SMILES	PAX8 inh HTS	CFTR F508del cor	DENV2 CPE rescue	ERp5 inh	Xi reactivation	EWS-Fli block	ARNT TACC3 PPI	GSIS activator
COc1cccc(CN2[C@H](CO)[C@H](c3ccccc3)C23CN(C(=O)C2CCCC2)C3)c1	.	-0.8	-4	-4	-0.1	-6	.	-10
CCN1CCN(c2nc(N)c([N+](=O)[O-])c(Nc3cccc(C)c3)n2)CC1	-5	4.3	3	-1	0.0	-11	-6	8
C[C@H]1CN([C@@H](C)CO)C(=O)c2cc(-c3cncnc3)cnc2O[C@@H]1CN(C)C(=O)CN1CCOCC1	2	-2.5	.	.	-0.9	-17	.	0
CCC(CC)C(=O)N=C1SC2CS(=O)(=O)CC2N1CCc1ccc(OC)c(OC)c1 (configuration not stated)	7	0.8	1	-6	0.0	7	-8	.
C/C(=N\NC(=O)c1c(Cl)cnn1C)c1ccc(NC(=O)c2ccc(Br)o2)cc1	-113	-0.3	7	5	0.5	-50	-7	20
Cc1ccc(Cl)cc1NC(=O)COC(=O)c1ccc(CN2CCCC2=O)cc1	-7	-4.6	11	6	3.5	4	-6	5
C[C@@H]1CN([C@@H](C)CO)S(=O)(=O)c2ccc(Br)cc2O[C@@H]1CN(C)C(=O)C1CCCCC1	.	1.2	.	.	-0.9	-2	.	-9
COc1ccccc1CN(C)C(=O)c1cc(C)nc2ccccc12	18	-1.3	-4	5	0.4	7	0	11
COc1ccc(CNC(=O)[C@H](Cc2ccccc2)NC(=O)C2CCN(C(=O)[C@H](C)N)CC2)cc1	.	-0.3	-4	9	.	-5	10	.
CC(=O)c1c(N2CCN(Cc3ccccc3)CC2)nc(=S)n(Cc2ccccc2)c1C	5	.	.	.	0.0	.	3	-23
O=C(NCCC1=CCCCC1)C1CCC(CNS(=O)(=O)c2ccccc2)CC1 (configuration not stated)	12	.	.	.	0.9	.	-2	34
CCC(=O)N1CCC1(C)C(=O)Nc1ccc2c(c1)CCN2C(C)=O (configuration not stated)	-22	-2.2	8	-1	0.0	-5	.	.
C/C=C/c1ccc([C@H]2[C@@H](CO)N[C@@H]2CN(CC)C(=O)CN2CCOCC2)cc1	0	-0.6	-9	3	0.5	-3	-9	-2
COc1ccc(C)cc1S(=O)(=O)N1CCN(C(=O)c2ncoc2-c2ccccc2F)CC1	-1	0.0	6	-1	0.0	9	0	-6
CCn1c2ccccc2c2nnc(NN)nc21	7	.	.	.	0.0	.	10	10
C[C@H]1CN([C@@H](C)CO)C(=O)c2ccccc2-c2ccccc2CO[C@H]1CN(C)C(=O)Nc1cccc(F)c1	.	-4.2	7	1	-0.6	-7	-9	-16
CC1=C(c2ccc(C(C)C)cc2)S(=O)(=O)N=C1N1CCN(C(=O)c2ccco2)CC1	-9	-4.0	-2	7	0.0	-1	-5	-3
N/C(=N\N=C\c1ccc(Br)o1)c1nonc1N	-246	-2.7	-3	6	0.0	-92	4	.
O=C(c1ccc([N+](=O)[O-])cc1)n1nc(-c2ccccc2)nc1NCc1ccc(F)cc1	-41	.	9	4	-0.1	-15	-5	.
O=C(O)/C=C/C(=O)NCC1CCC(CNC(=O)/C=C/C(=O)O)CC1 (configuration not stated)	2	-2.1	4	3	-0.1	12	.	23

# Next part (2 carried over from the part before).
SMILES	PAX8 inh HTS	CFTR F508del cor	DENV2 CPE rescue	ERp5 inh	Xi reactivation	EWS-Fli block	ARNT TACC3 PPI	GSIS activator
O=C(c1ccc([N+](=O)[O-])cc1)n1nc(-c2ccccc2)nc1NCc1ccc(F)cc1	-41	.	9	4	-0.1	-15	-5	.
O=C(O)/C=C/C(=O)NCC1CCC(CNC(=O)/C=C/C(=O)O)CC1 (configuration not stated)	2	-2.1	4	3	-0.1	12	.	23
COc1ccccc1CNC(=O)CNC(=O)[C@@H]1Cc2ccccc2CN1	-9	1.6	0	-4	0.3	-4	-4	-1
CCCNC(=O)N[C@@H]1CC[C@@H](CCn2cc(C3CCCC3)nn2)O[C@H]1CO	-2	4.1	33*	?	0.2	-2	-11	0
CC1Cc2ccccc2N1C(=S)NC(=O)C1(C)CC1(Cl)Cl (configuration not stated)	7	0.4	0	5	-0.2	14	10	-11
O=C(NCC1CCCO1)C1CCN(C2CCN(CCCC3CCCC3)CC2)CC1 (configuration not stated)	21	0.2	1	3	0.0	20	.	-6
CCN(CC)CC(=O)Nc1cccc2c1C(=O)c1ccccc1C2=O	-3	.	.	.	0.0	.	7	17
O=C(COC(=O)c1cc(=O)c2ccccc2o1)Nc1c(F)c(F)c(F)c(F)c1F	-4	-0.6	7	0	0.2	-2	0	15
N#Cc1ccc(N)cc1OCCCN1CCCCC1	-19	1.8	3	12	-0.2	-3	-3	.
Cc1cc(C)cc(C(=O)Nc2ccc3[nH]c(=O)[nH]c3c2)c1	-10	0.0	-1	3	0.1	7	-6	15
O=C(NCC1CCCO1)c1cc2c([nH]c3ccccc32)c(-c2ccc(F)cc2)n1 (configuration not stated)	.	-0.7	11	5	.	11	-14	5
Cc1ccccc1CNC(=O)CCC(=O)N1Cc2ccccc2Oc2ncccc21	5	0.6	-7	-8	0.1	.	-28	6
N#C[C@H]1[C@@H](c2ccccc2)[C@@H](CO)N1S(=O)(=O)c1ccc(F)cc1	-26	-3.3	-1	1	1.4	5	-1	6
O=C(c1ccc(CS(=O)Cc2ccc(Cl)cc2)o1)N1CCN(c2ccc(F)cc2)CC1 (configuration not stated)	14	-1.4	1	5	0.0	5	1	.
COC(=O)C(Cc1ccccc1)NC(=O)CNC(=O)c1ccc(Br)cc1 (configuration not stated)	18	1.3	1	-3	0.0	21	-1	-17
C=C1CCN([C@@H](Cc2ccccc2)C(=O)NCCC(C)C)S(=O)(=O)c2ccccc21	-4	0.0	-8	1	0.1	8	11	-31
O=C(N/N=C\c1cccc(Cl)c1)c1ccc(Cn2cc(Br)c([N+](=O)[O-])n2)o1	-20	.	.	.	0.8	.	1	-39
Cc1ccc(-n2nc(-c3ccco3)cc2C(=O)O)c(C)c1	15	1.3	-5	3	-0.1	4	-4	1
O=C(/C=C/c1ccc(N2CCCCC2)c([N+](=O)[O-])c1)c1ccc(O)cc1	-53	0.4	9	-1	0.0	-74	7	-3
Cc1cccc(Oc2ccc(NC(=O)C3CC=CCC3C(=O)O)cc2)c1 (configuration not stated)	-7	-5.1	5	-1	0.0	11	-16	8
Cc1cc(C)c(C(=O)C(C)OC(=O)c2ccc(Cl)nc2)cc1C (configuration not stated)	-6	-0.8	4	0	0.0	-4	-3	-18
COc1ccc(C=C2SC(=S)N(CCCN3CCOCC3)C2=O)c(OC)c1	20	-6.8	1	-2	-0.1	12	.	.

# Three compounds out of the list, arranged by length of the SMILES, largest number first.
SMILES	PAX8 inh HTS	CFTR F508del cor	DENV2 CPE rescue	ERp5 inh	Xi reactivation	EWS-Fli block	ARNT TACC3 PPI	GSIS activator
N#C[C@H]1[C@@H](c2ccccc2)[C@@H](CO)N1S(=O)(=O)c1ccc(F)cc1	-26	-3.3	-1	1	1.4	5	-1	6
O=C(NCC1CCCO1)c1cc2c([nH]c3ccccc32)c(-c2ccc(F)cc2)n1 (configuration not stated)	.	-0.7	11	5	.	11	-14	5
CC1Cc2ccccc2N1C(=S)NC(=O)C1(C)CC1(Cl)Cl (configuration not stated)	7	0.4	0	5	-0.2	14	10	-11

# Remaining list, next part
SMILES	PAX8 inh HTS	CFTR F508del cor	DENV2 CPE rescue	ERp5 inh	Xi reactivation	EWS-Fli block	ARNT TACC3 PPI	GSIS activator
C[C@@H]1CN([C@@H](C)CO)C(=O)Cc2cc(NC(=O)Nc3ccccc3)ccc2O[C@@H]1CN(C)C(=O)Nc1ccc(F)cc1	.	-2.6	40*	-3	-1.1	-4	-6	-5
Cc1ccc(Cl)cc1NC(=O)c1ccccc1OCC(=O)N1CCOCC1	4	-3.4	-3	-1	0.1	.	.	26
Cc1cccc(COCC(CC(C)C)N2CCN(C(=O)c3ccc(C(C)(C)C)cc3)CCC2=O)c1 (configuration not stated)	5	-0.8	15	5	0.0	6	1	-15
O=[N+]([O-])c1cc(C2Nc3cccc4cccc(c34)N2)ccc1Cl	8	.	7	4	0.0	9	4	.
CN(C)c1cccc(C(=O)NCc2ccc3c(c2)OCO3)c1	-19	2.0	?	5	0.4	-9	.	13
O=C(Nc1cccc(C(F)(F)F)c1)C1CCN(S(=O)(=O)c2cccnc2)CC1	10	-0.1	0	1	-0.1	.	-1	-18
C=CCNC(=S)Nc1sc2c(c1C(N)=O)CCCC2	-59	1.9	2	2	0.0	-19	.	-1
CCN(CC(=O)NCc1cccs1)C(=O)c1cccc(S(=O)(=O)NCc2ccccc2)c1	6	2.0	?	0	0.2	-2	-14	-12
CCCNC(=O)N(C)C[C@@H]1Oc2ncc(/C=C/c3ccccc3)cc2C(=O)N([C@@H](C)CO)C[C@H]1C	.	-2.3	-11	-6	-0.2	-7	0	3
CC(C)c1ccc(N(CC(=O)NC2CCCC2)C(=O)CCC(=O)Nc2ccccn2)cc1	5	1.7	5	-6	0.0	5	-6	9
O=C(c1ccc(Br)o1)N1CCN(CCOc2ccccc2)CC1	-14	-1.0	-3	-1	0.3	-3	1	-1
NC1=NN(c2ccccc2)C(=O)C1	3	1.8	?	0	0.1	-50	2	.
COCCN(C(=O)COC(=O)c1cccnc1SC)c1c(N)n(Cc2ccccc2)c(=O)[nH]c1=O	1	-0.5	-3	4	-0.1	13	14	-4
Cn1nc(Oc2ncc(C(F)(F)F)cc2Cl)cc1C(F)(F)F	-22	-0.8	5	4	0.0	-11	-13	14
Cc1ccc(S(=O)(=O)Nc2ccc3c(c2)C(=O)N([C@@H](C)CO)C[C@@H](C)[C@H](CN(C)Cc2ccc(C(=O)Nc4ccccc4N)cc2)O3)cc1	1	0.1	1	-6	0.1	-7	.	11
COc1ccc([N+](=O)[O-])cc1N(CC(=O)Nc1ccccc1C(=O)NC(C)C)S(C)(=O)=O	-2	-4.4	-1	-4	0.0	3	.	-20
O=C(C1CCC1)N1CC(=O)N2[C@H](CO)[C@@H](c3ccc(-c4ccccc4F)cc3)[C@@H]2C1	4	7.1	7	4	-0.1	-4	.	6
CC(C)c1ccccc1NC(=O)COC(=O)Cc1c[nH]c2ccccc12	13	.	.	.	0.1	.	-3	-6
CC(=O)Nc1ccc(NC(=O)C2(C)Cc3c(-c4cccc(NC(C)=O)c4)ccnc3O2)cc1 (configuration not stated)	18	3.3	-2	9	0.2	-2	.	-5
CCS(=O)(=O)N1[C@H](C#N)[C@@H](c2ccc(C#Cc3ccccc3F)cc2)[C@@H]1CO	33	1.4	5	-4	0.0	-9	1	-10
COC(=O)C1=C(C)N(Cc2ccccc2C(F)(F)F)C(=NCc2ccc(OC)cc2)NC1c1ccc(F)cc1 (configuration not stated)	27	1.9	2	-1	-0.1	49	.	.
COc1cc(/C=C/C(=O)OCC(=O)NCCc2ccccc2)ccc1OC(F)F	10	-2.4	?	-24	0.2	1	3	61*
